# Bioassay records as filed in PubChem BioAssay.
# KCNQ2 block: KCNQ2 potassium channel inhibitors, primary screen, cell-based, CHO-K1, FluxOR thallium flux, B-score (AID 2156); O88943; 20 min; hits give low values; B-score at 10 µM; hit rate 1.1% among 310,000;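 active means fluorescence ratio B-score at most minus 3 library SDs, with starting brightness B-score within 2 library SDs, cut at about -5.5 in these data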
# Target sequence (O88943 whole entry, looked up): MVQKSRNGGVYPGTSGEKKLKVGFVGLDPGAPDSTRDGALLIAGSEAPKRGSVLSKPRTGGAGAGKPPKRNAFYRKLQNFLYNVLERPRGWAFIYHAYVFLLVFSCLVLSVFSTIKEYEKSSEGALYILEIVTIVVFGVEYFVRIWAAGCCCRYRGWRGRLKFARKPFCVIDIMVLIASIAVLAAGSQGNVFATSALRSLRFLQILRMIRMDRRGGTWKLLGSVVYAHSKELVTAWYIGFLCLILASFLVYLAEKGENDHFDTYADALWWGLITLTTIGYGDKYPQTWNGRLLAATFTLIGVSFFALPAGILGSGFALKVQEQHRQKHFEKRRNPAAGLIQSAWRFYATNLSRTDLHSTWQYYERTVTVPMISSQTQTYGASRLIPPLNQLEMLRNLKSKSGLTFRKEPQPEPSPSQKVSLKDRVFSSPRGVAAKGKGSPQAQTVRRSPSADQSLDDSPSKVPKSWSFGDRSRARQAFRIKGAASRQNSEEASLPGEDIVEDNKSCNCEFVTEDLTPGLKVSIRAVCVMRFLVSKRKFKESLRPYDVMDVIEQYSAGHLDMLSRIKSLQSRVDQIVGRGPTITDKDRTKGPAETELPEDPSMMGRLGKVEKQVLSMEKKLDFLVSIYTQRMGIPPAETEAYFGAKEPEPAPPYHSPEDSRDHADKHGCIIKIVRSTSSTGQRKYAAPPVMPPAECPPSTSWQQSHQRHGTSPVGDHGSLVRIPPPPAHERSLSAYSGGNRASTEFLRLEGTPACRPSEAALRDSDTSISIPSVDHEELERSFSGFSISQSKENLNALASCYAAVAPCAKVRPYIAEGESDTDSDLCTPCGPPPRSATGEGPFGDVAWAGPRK
# CHT inh: inhibitors of human choline transporter CHT | hit rate 0.86% among 310,000 | AID 488975 | B-score at 10 µM | CHT-expressing cells, membrane potential dye, choline response; hits give low values;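 active means B-score over 3 SD under the library average, and starting fluorescence ratio not unusually high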;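 further: choline stimulus applied at its EC90 after an EC20 pre-addition; B-score computed on integrated fluorescence ratio after choline addition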
# * marks the source's active call; other numbers are inactive results; i = inactive; . = no result given.
# Start of the data: the first two compounds (preview)
KCNQ2 block | CHT inh | structure
i | i | CCc1cc(C(=O)N2CCN(c3ccccc3OC)CC2)sc1C
i | i | CCOC(=O)Cc1c(C)c2c(C)[nH]nc2oc1=O

# The listing (from the top)
KCNQ2 block | CHT inh | structure
i | i | CCc1cc(C(=O)N2CCN(c3ccccc3OC)CC2)sc1C
i | i | CCOC(=O)Cc1c(C)c2c(C)[nH]nc2oc1=O
i | i | O=C(NCC(c1ccco1)N1CCOCC1)c1ccc(F)cc1 (configuration not stated)
i | i | O=c1cc(Cl)[nH]c(=O)n1Cc1ccccc1
i | i | Cc1cc(=O)n(C)c(=O)n1CCCCCCN1CCCC1
i | i | Cn1ncc(Cl)c(Oc2ccccc2)c1=O
-9.1* | i | COc1cccc(NC(=O)CN(C)C(=O)/C=C/c2cn(-c3ccccc3)nc2-c2ccc(C)cc2)c1
i | i | Cn1c(=O)c(=O)n(C)c2cc(S(=O)(=O)NCc3ccc(Cl)cc3)ccc21
i | i | CCc1cccc(NC(=O)COC(=O)/C=C/c2cccs2)c1
i | i | O=C(C1CCC1)N1CCc2cc(S(=O)(=O)N3CCN(c4ccccn4)CC3)ccc21
i | i | COc1ccc(OC)c(C2Nc3nc4ccccc4n3C(C)=C2C(=O)Nc2ccc(C)cc2C)c1 (configuration not stated)
i | i | COCC(=O)NCCc1nc2ccccc2[nH]1
i | i | CC1=CCC2C(=O)N(c3ccc4ccccc4n3)C(=O)C2C1 (configuration not stated)
i | i | O=c1c(C=NCc2cccnc2)c(C(F)(F)F)[nH]n1-c1nc2ccccc2s1
i | i | Cc1cc(C(=O)Cn2cncn2)c(C)n1CCc1ccc(F)cc1
i | i | Cc1ccc(C)c(C(=O)N2CCC(n3nccc3NC(=O)C3CC3)CC2)c1
i | i | CCOC(=O)CN(C(=O)CNC(=O)c1cccs1)C(C(=O)NC1CCCC1)c1ccncc1 (configuration not stated)
i | i | Cc1ccc(-c2ccc(SCC(=O)N3CCc4ccccc43)nn2)cc1
i | i | COC(=O)C1CSc2[nH]c(=O)sc2C1c1ccc(OC)c(OC)c1 (configuration not stated)
i | i | COC(=O)/C=C1\N/C(=N\c2nc(C)cc(C)n2)N(c2ccc(Cl)cc2)C1=O
i | i | CCCCN1CCc2c([nH]c3ccc(C)cc23)C1=O
i | i | Cc1cc(OCC(=O)NC(Cc2ccc(Cl)cc2)C(=O)O)c2c(C)cc(=O)oc2c1 (configuration not stated)
i | i | COC(=O)c1cc(NC(=O)Cc2ccccc2[N+](=O)[O-])cc(C(=O)OC)c1
i | i | Cc1ccc(NC(=O)NCCCc2ccccc2)cc1
i | i | COc1cccc(CNC(=O)Cn2cccc2)c1
i | i | CCOc1ccccc1C(=O)NC1CC2CCCC(C1)N2Cc1nnnn1Cc1ccco1 (configuration not stated)
i | i | CN(C)C(CNC(=S)Nc1cccc(Cl)c1)c1ccccc1 (configuration not stated)
i | i | O=C1CC(C(F)(F)F)=NN1
i | i | COc1ccc(C(=O)COc2ccccc2C(=O)Nc2ccccc2)cc1
i | i | CS(=O)(=O)c1ccc(Cl)c(NC(=O)COC(=O)CNC(=O)c2ccccc2)c1

# 2 entries picked at random from the list so far:
KCNQ2 block | CHT inh | structure
i | i | CN(C)C(CNC(=S)Nc1cccc(Cl)c1)c1ccccc1 (configuration not stated)
i | i | COC(=O)/C=C1\N/C(=N\c2nc(C)cc(C)n2)N(c2ccc(Cl)cc2)C1=O

# Further compounds follow.
KCNQ2 block | CHT inh | structure
i | i | COc1ccccc1C(=O)N1CCN(Cc2cn[nH]c2-c2ccc(F)cc2F)CC1
i | i | CCOc1ccc(C2C(C#N)=C(N)N3C(=C2C#N)Sc2ccccc23)cc1 (configuration not stated)
i | i | Cc1ccc(NC(=O)C2CCN(S(=O)(=O)c3cccc4nonc34)CC2)cc1
i | i | O=C(CSc1nnc(-c2ccccn2)n1Cc1ccccc1)N1CCCC1
i | i | O=C(O)C1CCN(c2ccc(S(=O)(=O)N3CCOCC3)cc2[N+](=O)[O-])CC1
i | i | COc1ccc(OC)c(NC(=O)c2ccccc2N(C)S(=O)(=O)c2ccc(C)cc2)c1
i | i | CCCCC(=O)O[C@]1(C(=O)CO)CC[C@H]2[C@@H]3CCC4=CC(=O)CC[C@]4(C)[C@H]3[C@@H](O)C[C@@]21C
i | i | CCOc1ccc(/C(O)=C2\C(=O)C(=O)N(c3cc(C)on3)C2c2ccccc2OC)cc1 (configuration not stated)
i | i | Cc1cc(=O)[nH]c(N/N=C/c2c(C)oc3ccccc23)n1
i | i | CCOC(=O)Cn1c(=O)sc2ccccc21
i | i | O=C(N/N=C/c1ccc[nH]1)c1ccccc1OCc1ccccc1Cl
i | i | CN(C)S(=O)(=O)c1cccc(NC(=O)c2cnccn2)c1
i | i | CCOC(=O)c1cnc(SCC#N)nc1N
i | i | COC(=O)c1sc(-c2ccc(C(C)(C)C)cc2)cc1NC(=O)CSCC(=O)O
i | i | Nn1c(SCCOc2ccccc2)nnc1-c1cccnc1
i | i | CCOC(=O)C1CCCN(C(=O)c2ccc(S(=O)(=O)N3CCCC3)cc2)C1 (configuration not stated)
i | i | COc1ccc(NC(=O)NCCCN2CCCCC2C)cc1 (configuration not stated)
i | i | COc1cccc(/C=N/NC(=S)Nc2cccc(C(=O)O)c2)c1O
i | i | Cc1[nH]n(-c2ccccc2)c(=O)c1/C=N/N1C(=O)c2ccc3c4c(ccc(c24)C1=O)CC3
i | i | O=C(Nc1ccc2oc(-c3ccccc3Cl)nc2c1)c1ncn[nH]1
i | i | O=C(c1sccc1-n1cccc1)N1CCCC1
i | i | Cc1ccc(SCC(=O)NC2CCS(=O)(=O)C2)cc1 (configuration not stated)
i | i | CC(C)(C)c1ccc(NC(=O)c2ccc(=O)[nH]n2)cc1
. | i | O=c1c2cc(N3CCOCC3)ccc2[nH]c(=S)n1CCCN1CCN(c2ccccc2F)CC1
i | i | Nc1nc2n(n1)C(c1c(F)cccc1Cl)CC(c1ccc(F)cc1)N2 (configuration not stated)
i | i | C/C(=N/NC(=O)c1ccco1)c1ccc(Br)s1
i | i | O=C(NC1CCCCC1)C(c1ccc(Cl)cc1)N1CCC2(CC1)OCCO2 (configuration not stated)
i | i | COc1ccc(NC(=O)CSc2nc3ncccc3[nH]2)cc1OC
i | i | CCCNc1nc(OC(C(F)(F)F)C(F)(F)F)nc(OC(C(F)(F)F)C(F)(F)F)n1
i | i | Cc1ccc2cc(CCNC(=O)c3ccco3)c(=O)[nH]c2c1

# Molecules from the list above that contain two or more sulfur atoms (3):
KCNQ2 block | CHT inh | structure
i | i | COC(=O)C1CSc2[nH]c(=O)sc2C1c1ccc(OC)c(OC)c1 (configuration not stated)
i | i | COC(=O)c1sc(-c2ccc(C(C)(C)C)cc2)cc1NC(=O)CSCC(=O)O
i | i | Cc1ccc(SCC(=O)NC2CCS(=O)(=O)C2)cc1 (configuration not stated)

# 7 structures from above, sorted by heavy-atom count, smallest number first.
KCNQ2 block | CHT inh | structure
i | i | C/C(=N/NC(=O)c1ccco1)c1ccc(Br)s1
i | i | Cc1ccc(SCC(=O)NC2CCS(=O)(=O)C2)cc1 (configuration not stated)
i | i | CC(C)(C)c1ccc(NC(=O)c2ccc(=O)[nH]n2)cc1
i | i | O=C(N/N=C/c1ccc[nH]1)c1ccccc1OCc1ccccc1Cl
i | i | CCOc1ccc(C2C(C#N)=C(N)N3C(=C2C#N)Sc2ccccc23)cc1 (configuration not stated)
i | i | COc1ccc(OC)c(NC(=O)c2ccccc2N(C)S(=O)(=O)c2ccc(C)cc2)c1
i | i | Cc1[nH]n(-c2ccccc2)c(=O)c1/C=N/N1C(=O)c2ccc3c4c(ccc(c24)C1=O)CC3

# Further records:
KCNQ2 block | CHT inh | structure
i | i | CCCCn1c(N)c(N(CCOC)C(=O)COC(=O)C(C)Oc2ccc(Cl)cc2)c(=O)[nH]c1=O (configuration not stated)
i | i | Cc1cc(NC(=O)CC2Oc3ccccc3NC2=O)ccc1Br (configuration not stated)
i | i | COc1ccc(CNC(=O)C(c2ccco2)N(C(=O)c2snc(C(N)=O)c2N)c2cccc(OC)c2)cc1 (configuration not stated)
i | i | CCN(c1ccccc1)S(=O)(=O)c1cc2c3c(c1)C(C)C(=O)N3CCC2 (configuration not stated)
i | i | CC(C)Cn1c(CN2CCN(C)C(CCO)C2)nc2ccccc21 (configuration not stated)
i | i | Cc1cc(S(=O)(=O)/N=C(\N)c2ccc(C(N)=O)cc2)cc(C)c1F
i | i | O=C(Nc1ncccn1)c1ccc(Cl)c([N+](=O)[O-])c1
i | i | CC(C)(C)c1ccc(NC(=O)NCc2ccco2)cc1
i | i | CCCCOC(=O)c1ccc(NC(=O)C(=O)NCC2CCCO2)cc1 (configuration not stated)
i | i | Nc1ccccc1Nc1cc(-c2cccc(Cl)c2)nn1-c1ccccc1
i | i | O=C(/C=C/c1nc2ccccc2s1)N1CCCCCC1
i | i | CC(C)c1cccc(C(C)C)c1NC(=S)Nc1cccc(Cl)c1
i | i | O=C(c1cccc(S(=O)(=O)Nc2ccccc2Cl)c1)N1CCCCCC1
i | i | CCCn1c(/C=C/c2cc[n+](C)cc2)nc2ccccc21
i | i | O=C(/C=C/c1ccc([N+](=O)[O-])cc1)NCc1ccc2c(c1)OCO2
i | i | COc1ccccc1OCC(=O)Nc1ccccc1C(=O)NCc1cccnc1
i | i | CC(=O)c1ccc(NC(=O)c2ccc(N3C(=O)c4cccnc4C3=O)cc2)cc1
i | i | Cc1cc(OC(=O)c2cc(C(F)(F)F)cc(C(F)(F)F)c2)c([N+](=O)[O-])c(=O)[nH]1
i | i | O=C(Nc1ccc(F)cc1F)NC1CC(=O)N(Cc2ccccc2)C1 (configuration not stated)
i | i | O=C(Nc1cccc(Cl)c1)Nc1cccc(C(=O)O)c1
i | i | CC(OC(=O)c1ccc(S(=O)(=O)N2CCOCC2)cc1)c1ccccc1 (configuration not stated)
i | i | N#Cc1cccn1-c1nccs1
i | i | NC(=O)CN(c1ccccc1)C1SC(=O)N(Cc2ccccc2)C1=O (configuration not stated)
i | i | C=CCOc1ccccc1CN1CCCN(C)CC1
i | i | COc1ccc(CCNC(=O)C(=O)NCC2OCCN2S(=O)(=O)c2ccc(OC)c(OC)c2)cc1 (configuration not stated)
i | i | CCCCN(CCCC)S(=O)(=O)c1ccc2[nH]c(=O)[nH]c2c1
i | i | O=C(Nc1ccc2ccccc2c1)Nc1ccc2snnc2c1
i | i | O=C(Cc1nnc(NC(=O)Nc2ccccc2)s1)NCc1ccccc1
i | i | FC(F)(F)c1cccc(NC(=S)Nc2ccc(Cl)c(Cl)c2)c1
i | i | Cc1ccc(NCc2nnc(SCCN3CCCCC3)n2CC2CCCO2)cc1Cl (configuration not stated)

# Going on with the list:
KCNQ2 block | CHT inh | structure
i | . | CC(C)C[C@@H](NC(=O)C1CCC(CNC(=O)[C@H](Cc2ccccc2)NC(=O)OC(C)(C)C)CC1)C(=O)O (some centres not stated)
i | i | Cc1ccc(N2CCN(CC(O)COc3ccccc3)CC2)cc1 (configuration not stated)
i | i | C/C=C(\C)C(=O)OC1c2c(ccc3ccc(=O)oc23)OC(C)(C)C1OC(C)=O (configuration not stated)
i | i | Cn1c2ccc(F)cc2c2ncn(CCCN(CCO)CCO)c(=O)c21
i | i | O=C(C1=C[C@H](C2CCCCC2)C[C@H](OCc2ccc(CO)cc2)O1)N1CCOCC1
i | i | NS(=O)(=O)c1ccc(CCNC(=O)CNC(=O)c2ccc(F)cc2)cc1
i | i | O=C(Nc1ccc(F)cc1)c1nsc(Cl)c1Cl
i | i | NCCc1nnc(SCc2c(Cl)cccc2Cl)o1
i | i | COC(=O)CN1C(=S)N(c2ccc(F)cc2)C(=O)C1CC(=O)Nc1ccccc1 (configuration not stated)
i | i | CCOC(=O)c1c(NC(=O)C(NCCN(C)C)c2ccccc2)sc2c1CCCC2 (configuration not stated)
i | i | CCOC(=O)Cc1csc(NC(=O)COc2ccc3c(C)cc(=O)oc3c2)n1
i | i | O=C(Nc1nc2nccc(-c3ccccc3)n2n1)C(Cl)(Cl)Cl
i | i | CCCCOC(=O)C1[C@H]2C(=O)N(CCc3ccccc3)C[C@]23C=C[C@H]1O3 (some centres not stated)
i | i | O=C1CN(C(=O)c2cccc(Br)c2)c2ccccc2N1
i | i | CC1CCN(C2=C(NS(=O)(=O)c3ccc(Br)cc3)C(=O)c3ccccc3C2=O)CC1
i | i | O=C(CN1CCN(S(=O)(=O)c2ccc(F)cc2)CC1)NCc1cccs1
i | i | Cc1ccc(C(=O)Cn2nnc(-c3cccs3)n2)cc1
i | i | CCCCN(C(=O)CSc1n[nH]c(-c2ccc(C)cc2)n1)c1c(N)n(CCCC)c(=O)[nH]c1=O
i | i | O=C1CCC(=O)N1CCc1c[nH]c2ccccc12
i | i | Cc1ccc(S(=O)(=O)Nc2ccc3c(c2)nc(CN2CCCC2)n3C)cc1
i | i | Cc1ccc(C)n1-n1cnc2sc(-c3ccccc3)cc2c1=O
i | i | CNc1nc(N)c(C(=O)C23CC4CC(CC(C4)C2)C3)s1
i | i | CN1CCN(c2ncnc3c2cnn3-c2ccc(Cl)cc2)CC1
i | i | COc1cc2[nH]c3c(Cl)ncnc3c2cc1OC
i | i | O=[N+]([O-])c1ccc(/C=N/Nc2ncccc2[N+](=O)[O-])s1
i | i | O=C1c2ccccc2CCC12N=NCC2c1ccccc1 (configuration not stated)
i | i | O=C(CCc1nc2ccccc2[nH]1)Nc1ccccc1F
i | i | COc1ccc(NC(=O)CCS(=O)(=O)c2ccc(Cl)cc2)cc1
i | i | O=C(NCCC1=CCCCC1)Nc1ccc2nsnc2c1
i | i | CCCNC(=O)CN(Cc1ccccc1F)S(=O)(=O)c1ccc(C)cc1

# More structures.
KCNQ2 block | CHT inh | structure
i | i | Cc1ccnn1CC(=O)N/N=C/c1cccs1
i | i | Cc1ccc(C)c(N2CCN(C(=O)c3cn(C)c4ccc(S(=O)(=O)N(C)C)cc4c3=O)CC2)c1
i | i | COc1ccccc1Nc1cc(N2CCOCC2)c2nonc2c1[N+](=O)[O-]
i | i | CCCS(=O)(=O)c1c(S(=O)(=O)CCC)c2c3ccccc3ccn2c1C(=O)OC
